# TAG inh: reduces triacylglycerol accumulation in H9c2 cells; AID 651582; 230,000 tested, 0.66% active; Nile Red lipid (TAG) fluorescence; cells loaded with 200 µM oleic acid; inhibition, % at 12.5 µM;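 active = pattern-corrected inhibition of lipid staining of at least 50% with the nuclear-stain viability signal not falling by more than 50%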;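 note: 0% = DMSO wells and 100% = triacsin C control wells; some results filed as inactive read as strong as hits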
# TAG inh DAPI viability: also measured in TAG inh; calls as there; DAPI nuclei signal change (viability), lower = more cytotoxic, %;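 whole-well DAPI fluorescence read on a plate reader as a viability signal; minus 50 percent equals half of cells still viable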
# Starred values were filed as active, the others as inactive; & = joins results of further samples.
SMILES,TAG inh DAPI viability,TAG inh
Cc1cc(Br)c2c(c1)/C(=C/C(=O)c1cccs1)C(=O)N2,5,-13
COc1ccc(NC(=O)C(Cc2ccccc2)n2cccc2)c(OC)c1 (stereo not given),5,-34
CCc1ccc(NC(=O)COc2coc(CN3CCN(c4ccccc4)CC3)cc2=O)cc1,0,-14
COCCN(CC(=O)Oc1ccccc1P(=O)(OC)OC)Cc1ccccc1,-7,2
COc1cccc(NC(=O)N2CCC(N3CCCCC3)CC2)c1,12,0
C#CCNC(=O)C1=C[C@H](c2ccc(C(F)(F)F)cc2)C[C@H](OCCCCO)O1,-6,-50
O=CNc1cc(-c2ccsc2)cn2c(-c3ccccc3)cnc12,-3,2
O=C1NN=COc2ccccc21,5,-10
O=C(CSc1nc2scc(-c3ccccc3)c2c(=O)[nH]1)Nc1ccccc1,-1,4
O=C(Nc1ccc(Cl)cc1)C1CCN(C(=O)NC2CCCCC2)CC1,2,-7
Cc1cccnc1NC(=O)CCNC(=O)c1ccc(Cl)cc1,-3,1
O=C(COC(=O)c1cncc(Br)c1)NCc1ccccc1Cl,-2,3
O=C(Nc1nn[nH]n1)c1cccc([N+](=O)[O-])c1,-6,8
COc1ccc(CC(NC(C)=O)C(=O)NC2CCN(C(=O)c3cc(OC)c(OC)c(OC)c3)CC2)cc1 (stereo not given),2,2
Cc1ccc2c(n1)CC(C)(C)C/C2=N\O,-11,-4
Cc1ccc(C(=O)OCC(=O)Nc2cccc(S(=O)(=O)N3CCCCC3)c2)s1,12,0
COc1ccc(-n2c(=S)[nH]c3cc(C(=O)NCc4ccco4)ccc3c2=O)c(OC)c1,-18,27
CCc1nc2ccc(C(=O)NCCOc3ccc(OC)cc3)cn2c1N(C)Cc1ccc(OC)cc1,-19,23
O=C(O)CCCCCNC(=O)Nc1ccc2c(c1)OCCO2,10,-1
CN(Cc1nccs1)C(=O)C1CCC(=O)N(Cc2ccccc2F)C1 (stereo not given),-8,13
COCCN(CCOC)S(=O)(=O)c1ccc(Cl)nc1,-4,2
Brc1ccc(-c2nnc(-c3cccc(Br)c3)o2)cc1,-1,-11
Cn1c(=O)oc2cc(S(=O)(=O)N3CCC(C(=O)N4CC=C(c5ccccc5)CC4)CC3)ccc21,-5,1
Cc1ccc2c(c1)C1(OCCCO1)C(=O)N2,-11,7
Cc1ccc(F)c(C(=O)N2CCCC(C)(C(=O)NS(=O)(=O)C3CC3)C2)c1F (stereo not given),-10,16
COc1cc(NC(=O)c2cccc(Cl)c2)c(OC)cc1NC(=O)CN1CCOCC1,2,-1
COc1ccc(-c2noc(CCC(=O)NC3CCCC3)n2)cc1,7,-1
Cc1onc(-c2ccccc2Cl)c1C(=O)Nc1nnc(-c2ccc(F)cc2)s1,9,-2
Cc1ccc2nc(NC(=O)c3ccc(Br)o3)sc2c1,5,-25
CCCCc1ncc(CN2CCC(n3nccc3NC(=O)c3ccccc3Cl)CC2)[nH]1,9,-7
Cc1ccccc1NC(=S)N/N=C1\CC(C)(C)Oc2ccc(O)cc21,7,2
COc1ccccc1NC(=O)CN1CCC(c2nc3ccc(C)cc3[nH]2)CC1,8,-1
Oc1cc(-c2ccccc2)c2ccccc2c1,2,-17
CC(=O)c1cccc(NC(=O)CSc2n[nH]c(-c3ccncc3)n2)c1,6,-12
CNC(=O)C[C@H]1C(=O)N(c2ccccc2)C[C@@H]1C,-3,-8
O=C(CNc1cccc([N+](=O)[O-])c1)N1CCN(S(=O)(=O)c2ccc(Cl)cc2)CC1,1,5
C=CCn1c(SCCOC)nc2c1c(=O)[nH]c(=O)n2C,-10,-11
COc1ccc(CCNc2oc(COc3ccccc3Cl)nc2C#N)cc1OC,0,16
O=C(NCCC(=O)N(CCc1ccccc1)Cc1ccccc1)c1ccc(Br)cc1,7,9
Cc1ccc(OCC(O)Cn2nc(C)cc2C)cc1 (stereo not given),-10,-8
CC(NC(=O)COC(=O)c1ccc(N2CCCC2=O)cc1)c1ccc(F)cc1 (stereo not given),-2,1
CCCCC1=CC2=CC(=O)C(C)(OC(=O)CC)C(=O)C2=CN1CC(C)C (stereo not given),6,-12
CCOc1cc(NC(=O)c2ccccn2)c(OCC)cc1NC(=O)c1ccccc1,10,-4
N#C/C(=C\c1ccc[nH]1)C(=O)Nc1ccccc1F,7,5
Cc1ccc(-n2ccnc2SCC(=O)O)cc1C,-2,-8
COc1ccc(C2=NS(=O)(=O)N(C)C(C(=O)Nc3ccc4c(c3)OCO4)=C2)cc1,7,-29
O=C(/C=C/c1ccccc1)OCCCN=C1NS(=O)(=O)c2ccccc21,-13,3
COc1cccc(-c2ccc(C3=CC(=O)CC(C)(C)C3=O)cc2)c1OC,-9,11
CN(Cc1ccccc1)C(=O)CSc1cc(=O)n(C)c2ccccc12,5,9
N#C/C(=C(\O)C(F)(F)F)c1nnc2n1CCCCC2,-6,-6
O=C(NC1CCC(O)CC1)c1ccc(-c2ccc(Cl)cc2)o1 (stereo not given),-4,-7
CC(C)N(C(=O)[C@H]1C[C@H](CC(=O)NC(C)(C)C)C(=O)N2CCc3c([nH]c4cc(-c5ccco5)ccc34)[C@]12C)C(C)C,2,19
Cc1cccc(-n2ncc3c(N4CCOCC4)ncnc32)c1,10,-2
CC(C)OC(=O)CSc1nc(-c2ccc(F)cc2)cc(C(F)(F)F)n1,6,-25
O=C(NN=Cc1ccc(F)cc1)c1cccc(S(=O)(=O)N2CCCC2)c1,-7,4
COc1ccc(N(C(=O)c2ccccc2)S(=O)(=O)c2cccs2)cc1,6,1
O=C(NCCO)C(=O)NCC1CCCN1S(=O)(=O)c1cccs1 (stereo not given),2,7
Cc1cc(C(=O)CSc2nnc(Nc3ccccc3)s2)c(C)n1CC1CCCO1 (stereo not given),-2,26
Cc1ccc2nc(NC(=O)C3CCCN(S(=O)(=O)c4cccnc4)C3)sc2c1 (stereo not given),1,-13
N#Cc1ccc(OCC(=O)OCCCOC(=O)COc2ccc(C#N)cc2)cc1,5,-6

# In a second layout: two of the compounds above.
O=C(NCCO)C(=O)NCC1CCCN1S(=O)(=O)c1cccs1 (stereo not given)
  TAG inh DAPI viability: 2	TAG inh: 7
Cc1cc(C(=O)CSc2nnc(Nc3ccccc3)s2)c(C)n1CC1CCCO1 (stereo not given)
  TAG inh DAPI viability: -2	TAG inh: 26

# The results go on.
SMILES,TAG inh DAPI viability,TAG inh
COC(=O)CNC(=O)C(CCSC)NC(C)=O (stereo not given),-6,10
Cn1cc(C(F)(F)F)nc1-c1ccc(OCC(O)CNCCOc2ccc(O)c(C(N)=O)c2)cc1 (stereo not given),9,3
c1ccc(Oc2ccc(-c3ccnc4nc(N5CCOCC5)nn34)cc2)cc1,119,6
CC(C)C[C@H]1CNC(=S)N1CC1CCN(CCCC2CCCC2)CC1,5,-3
COC(=O)C1C(C(=O)OC)C1(c1ccccc1)c1ccccc1 (stereo not given),2,-12
CCOc1cccc2sc(N(CCCN(C)C)C(=O)c3ccc(S(=O)(=O)N(C)CC4CCCO4)cc3)nc12 (stereo not given),-1,11
COc1ccc(N(C(=O)CNC(=O)c2cccs2)C(C(=O)NCC2CCCO2)c2ccc(OC)c(OC)c2)cc1 (stereo not given),25,-9
COc1ccc(NC(=O)c2cc(F)c(F)cc2Cl)cc1Cl,-5,6
CCOC(=O)c1cc(OC(C)=O)c2ccc(OC)c(OC)c2c1,12,-6
COc1ccc(CCNC(=O)C2CCC(CNc3c(N4CCCC4)c(=O)c3=O)CC2)cc1OC (stereo not given),-2,2
C[C@@H]1CN([C@H](C)CO)C(=O)c2cc(NC(=O)Nc3ccc(C(F)(F)F)cc3)ccc2O[C@H]1CN(C)C(=O)Nc1ccc(F)cc1,0,-5
CC(C)CCC(C)NC(=O)CN1C(=O)NC(C)(c2ccc3ccccc3c2)C1=O (stereo not given),-1,13
CCOc1ccccc1C(=O)OCC(=O)Nc1cc(S(=O)(=O)N2CCOCC2)ccc1C,2,-3
CCCCS(=O)(=O)NC(=O)C1(C)CCN1C(=O)C/C=C/c1ccccc1 (stereo not given),-10,7
CC(=O)c1cccc(NC(=O)Nc2c(C)nn(C)c2C)c1,2,3
c1coc(Cn2nnnc2CN2CCN(C3CCCC3)CC2)c1,-11,-8
O=C(NCCc1ccc(Cl)cc1)c1ccc(NC2=NC3CS(=O)(=O)CC3S2)cc1 (stereo not given),-6,4
C=CCNC(=O)c1cc2cccc(OC)c2oc1=O,-6,6
COc1ccc(-n2nnc3c(SCC(=O)N4CCCc5ccccc54)ncnc32)cc1,-2,6
CC(=O)N1CC=CC1(C)C(=O)O (stereo not given),-6,2
COc1cccc(C2(O)CCN(C(=O)C3CCC3)CC2)c1,-12,2
Cc1ccc(C(=O)NCC(=O)OCC(=O)NC2CCCCCCC2)cc1,1,-16
Cc1cc(C)n(CCC(=O)Nc2cccc(F)c2)n1,-5,-2
COc1ccc(C2C(C#N)=C(N)Oc3cc(O)ccc32)cc1OC (stereo not given),-5,1

# A portion of the results above, for reference:
SMILES,TAG inh DAPI viability,TAG inh
CCOc1ccccc1C(=O)OCC(=O)Nc1cc(S(=O)(=O)N2CCOCC2)ccc1C,2,-3
CCCCS(=O)(=O)NC(=O)C1(C)CCN1C(=O)C/C=C/c1ccccc1 (stereo not given),-10,7
CC(=O)c1cccc(NC(=O)Nc2c(C)nn(C)c2C)c1,2,3

# (listing goes on)
SMILES,TAG inh DAPI viability,TAG inh
CCCc1nc2ccccc2c(C(=O)N(CC)CC(=O)NCc2cccs2)c1CC,2,-4
C[C@@H]1C[C@H]2[C@@H]3C[C@H](F)C4=CC(=O)C=C[C@]4(C)[C@@]3(F)[C@@H](O)C[C@]2(C)[C@@]1(O)C(=O)CO,18,28
CC(Sc1ncc(C#N)c(N)n1)C(=O)Nc1ccccc1 (stereo not given),-4,-5
CCCc1cc(C(=O)Nc2ccccc2SC)no1,-7,-11
CC(SC1=Nc2ccccc2C2CC=NN12)C(=O)NC1(C#N)CCCCC1 (stereo not given),4,12
CCOc1ccc(C2=[N+]([O-])C(C)(C)N(O)C2(C)C)cc1,5,-13
Cc1ccc(NC(=O)C2CC2)cc1S(=O)(=O)N1CCOCC1,-1,-9
O=C1CCC[C@@H]2C[C@@]3(C[C@@H]4CCN1[C@H]24)Nc1cc(Cl)ccc1NC3=NC1CCCCC1,-1,20
CC(C)CC1(C)NC(=O)N(Cc2cc([N+](=O)[O-])cc3c2OCOC3)C1=O (stereo not given),5,2
CN(CC(=O)Nc1ccc(N2CCOCC2)cc1)CC(=O)Nc1ccc(C(F)(F)F)cc1,-11,13
CC(=O)c1ccc(S(=O)(=O)Nc2ccc(-c3cn4c(n3)SCC4)cc2)cc1,7,-12
O=C(Nc1ccc(N2CCOCC2)cc1)Nc1ccc2nsnc2c1,-3,-10
O=C(CN1C(=O)NC2(CCCCC2)C1=O)N1CCN(C(=O)c2cccs2)CC1,-3,16
CCOC(=O)C1(C)CCCN1C(=O)c1ccccc1OC (stereo not given),-8,10
N=C1C(c2nc3ccccc3s2)=C(O)CN1NC(=O)c1ccc([N+](=O)[O-])cc1,10,-1
C[C@H](N)c1nnc(SCC(N)=O)o1,-3,-3
O=C(c1cc(COc2ccc(F)cc2Cl)on1)N(Cc1ccncc1)CC1CCCO1 (stereo not given),4,-32
Cc1ccc(S(=O)(=O)N2CCOCC2)cc1C(=O)Nc1ccc(C(N)=O)cc1,6,1
COc1cccc(NC(=O)CSc2cccc[n+]2[O-])c1,-4,-5
O=C(COc1ccc(Cl)c2cccnc12)N1CCOCC1,-4,17
O=C(CCNC(=O)c1ccc(Cl)cc1)NC1CCCc2ccccc21 (stereo not given),-11,10
O=C(COC(=O)Cc1ccc(F)cc1)Nc1ccc2[nH]c(=O)[nH]c2c1,2,4
CC(=O)Nc1ccc(-c2csc(Nc3ccccn3)n2)cc1,9,-20
CCOc1cccc(-c2cnc3cccnn23)c1,19,12
COc1ccccc1CN(C)C(=O)CN1CCN(CC(=O)Nc2ccccc2Cl)CC1,-5,8
COc1ccc(NS(=O)(=O)c2ccc3c(c2)CCO3)cc1,13,-22
CC(=O)O[C@]1(C(C)=O)CC[C@H]2[C@@H]3C[C@H](C)C4=CC(=O)CC[C@]4(C)[C@H]3CC[C@@]21C,14&10,-30&12
CCOC(=O)Cc1nnc(NC(=O)CSc2ccc(C)cc2)s1,-4,-5
CN1CCN(C(=O)C2Cc3c(-c4ccc5c(c4)OCO5)ccnc3O2)CC1 (stereo not given),5,23
CCN1C(=O)N[C@H](c2ccc(Br)cc2)C(C(=O)OC)=C1C,4,-13
CCc1noc(C)c1C(=O)OCC(=O)Nc1nc(-c2ccc(F)c(F)c2)cs1,1,2
CCCCN1CC(COCc2ccccc2)Oc2cccc(Oc3ccc(C)cc3)c2S1(=O)=O (stereo not given),7,-9
CS/C(=N\S(=O)(=O)c1cccs1)Nc1ccc(F)cc1,4,-28
COc1cc(/C=C/C(=O)OCC(=O)NCC(=O)Nc2cccc(C)c2C)ccc1OC(F)F,3,-14
CCn1nnnc1-c1ccc(OC)c(S(=O)(=O)Nc2ccc(S(N)(=O)=O)cc2)c1,0,1
O=C(COC(=O)c1cc(S(=O)(=O)N2CCCC2)ccc1O)Nc1ccc(SC(F)F)cc1,6,1
O=C(O)C1CC=CCC1C(=O)NCc1cn2ccccc2n1 (stereo not given),0,-4
CN(Cc1ccccc1)C(=O)c1cccc(NC(=O)Cc2ccc(NC(=O)C3CCN(C(=O)CCc4ccccc4)CC3)cc2)c1,3,-20

# The list is partial; count on the stated rates, not on these rows.
